E-sel TNF inh – E-selectin induction blockers in HUVEC – imaging, immunofluorescence, high content, primary screen; AID 1246, 2008; HUVEC TNFa-induced E-selectin immunofluorescence; actives 0.71% (n = 120,000); inhibition, % at 2 µM;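 active = inhibition above the batch mean plus 3 SD, and confirmed as a hit on visual image review, cut at about 43% in these data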;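 note: 0% = TNF-stimulated DMSO wells and 100% = unstimulated control wells; not every result past the cut was called active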
GALR2 blocker – GALR2 antagonists in receptor-expressing cells, primary screen; Galanin receptor type 2 (Homo sapiens), O43603; antagonist mode; inhibition, % at 4 µM; actives 0.39% (n = 140,000); in the data active = inhibition above about 27%;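 note: cells stimulated with galanin 1-16 at roughly its EC80; 0% = agonist challenge control and 100% = basal control without agonist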
Target sequence (O43603 whole entry, looked up): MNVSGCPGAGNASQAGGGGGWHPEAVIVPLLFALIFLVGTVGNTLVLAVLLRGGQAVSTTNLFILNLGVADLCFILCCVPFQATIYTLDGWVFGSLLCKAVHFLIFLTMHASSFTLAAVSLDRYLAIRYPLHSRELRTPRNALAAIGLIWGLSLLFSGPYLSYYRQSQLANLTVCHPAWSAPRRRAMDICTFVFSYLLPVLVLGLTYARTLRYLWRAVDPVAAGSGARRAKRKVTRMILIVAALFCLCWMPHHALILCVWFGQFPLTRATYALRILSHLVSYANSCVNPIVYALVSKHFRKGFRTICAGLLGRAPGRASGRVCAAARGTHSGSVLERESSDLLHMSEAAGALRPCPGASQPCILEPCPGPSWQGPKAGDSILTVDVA
Yeast lifespan up – compounds extending yeast replicative lifespan, primary screen, S. cerevisiae, OD615; S. cerevisiae growth with nicotinamide; deaD strain in restrictive glucose medium; inhibition of the nicotinamide effect, % at 10 µM; actives 0.68% (n = 130,000);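 active = inhibition above a set limit, placed 3 SD over the median of all compounds, cut at about 26% in these data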;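 note: 0% = nicotinamide-treated wells and 100% = cells grown without nicotinamide; some compounds called inactive have numbers as strong as hits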
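Test system: DeaD-strain S. cerevisiae / Buffer or medium: restrictive glucose medium / Also added: nicotinamide 1.5 mM / Doses: one concentration, 10 µM, DMSO 0.25% / Schedule: 48 h at 30 °C / Signal: OD615 measurement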
MRP1 act – H69AR viability gain despite doxorubicin, primary screen, MRP-1 activator project, H69AR cells, CellTiter-Glo. viability rescue. viability increase, % at 10 µM. actives 0.61% (n = 140,000);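 active = viability gain under doxorubicin at or above a set limit, the compound median plus 3 SD, cut at about 4.7% in these data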;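 note: MRP-1 overexpressing cells given doxorubicin 25 µM after compound pretreatment; 18-22 h compound pretreatment then 72 h with doxorubicin before readout; 0% = doxorubicin-only wells and 100% = vehicle-treated cells without doxorubicin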
Phagocytosis inh – inhibitors of macrophage phagocytosis, primary screen, imaging, J774A.1 cells, IgG beads. J774A.1 macrophage IgG-bead phagocytosis. inhibition, % at 5 µM. actives 0.07% (n = 110,000);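 active = inhibition above the mean of the plate negative controls plus 5 SD, cut at about 13% in these data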;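 note: phagocytic index as fraction of beads internalized from green versus red external bead signal; plate controls were DMSO negative control for no effect and cytochalasin-D positive control for full effect; some results beyond the cut were filed as inactive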
Measles CPE – compounds protecting cells from measles virus cytopathic effect, primary screen, measles RdRp inhibitor project, single point, MLSMR library, absorbance; Measles virus-infected cells, CPE protection; protection (pct of control), % at 4 µM; actives 1.5% (n = 140,000); AID 841, 2007; in the data active = protection mostly above about 24%, no sharp cut-off; inactive = mostly below about 26%; note: some compounds called inactive have numbers as strong as hits
HCT116 PTEN-null – growth suppression of PTEN-null HCT116, primary screen, cell-based, CellTiter-Glo; viability, % at 10 µM; AID 827, 2007; actives 1.2% (n = 140,000); HCT116 PTEN-null viability, 60 h; stronger effect = lower value;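 active = viability at or below a set limit, 4 SD under the median of all tested compounds, cut at about 3.7% in these data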;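 note: PTEN knockout HCT116 line with beta catenin targeted HCT116 as companion control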
NPY-Y2 antag – NPY-Y2 receptor antagonists, primary screen, cell-based | Neuropeptide Y receptor type 2 (Homo sapiens), P49146 | NPY-Y2 expressing cells, antagonist mode | inhibition, % at 2.7 µM | actives 0.99% (n = 140,000); in the data active = inhibition above about 17%;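 note: 0% = vehicle with agonist challenge and 100% = reference antagonist with challenge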
Target sequence (P49146 whole entry, looked up): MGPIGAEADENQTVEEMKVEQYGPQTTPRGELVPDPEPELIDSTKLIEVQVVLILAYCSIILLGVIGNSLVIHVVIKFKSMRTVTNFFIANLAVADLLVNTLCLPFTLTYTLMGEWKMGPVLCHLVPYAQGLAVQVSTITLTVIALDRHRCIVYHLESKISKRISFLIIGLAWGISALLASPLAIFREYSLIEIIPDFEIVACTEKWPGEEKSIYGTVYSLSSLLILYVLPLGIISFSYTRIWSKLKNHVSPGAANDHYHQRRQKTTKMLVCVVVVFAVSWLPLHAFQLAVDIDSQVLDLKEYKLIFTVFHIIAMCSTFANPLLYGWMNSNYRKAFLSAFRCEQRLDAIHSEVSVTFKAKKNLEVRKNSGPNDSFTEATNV
bCat KO growth – primary screen for growth suppressors in beta-catenin knockout HCT116 cells (colon tumor, human) | actives 1.5% (n = 140,000) | viability, % at 10 µM | AID 818, 2007 | HCT116 beta-catenin knockout viability, CellTiter-Glo, 60 h; stronger effect = lower value;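 active = viability at or under a set limit, the compound median less 4 SD, cut at about 6% in these data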;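 note: 0% = Hyamine 1622 control at 20 µM and 100% = untreated cell control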
BB579 growth dn – growth inhibitors of yeast BB579 in restrictive medium, primary screen, yeast lifespan-shortening project, S. cerevisiae | actives 0.51% (n = 140,000) | AID 804, 2007 | inhibition, % at 10 µM | OD615, 48 h;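 active = inhibition above a set limit, 3 SD over the mean compound inhibition, cut at about 44% in these data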; note: inactives centre near -24
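test system = yeast BB579 (DeaD) | buffer or medium = restrictive CSMM-D medium | doses = single compound dose of 10 µM, 0.25% DMSO final | times = 4 h preincubation and 48 h exposure at 30 °C | technique = culture absorbance at 615 nm | benchmarks = amphotericin B 10 µg/mL, positive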
An asterisk follows results filed as active; · = not tested or not shown. Rows were taken by chance. Share with any hit: about 6.2%.

SMILES	E-sel TNF inh	GALR2 blocker	Yeast lifespan up	MRP1 act	Phagocytosis inh	Measles CPE	HCT116 PTEN-null	NPY-Y2 antag	bCat KO growth	BB579 growth dn
O=C(CN1C(=O)NC2(CCCC2)C1=O)N1CCN(C(=O)c2ccco2)CC1	14	7	-8	-3.2	0	6	108	1	85	-16
O=C(c1ccc(CN2CCc3ccccc3C2)cc1)N1CCc2ccccc2C1	-25	-3	-7	-2.5	1	3	93	3	90	-29
CCN(CC)CCCNC(CC(=O)Nc1cccc([N+](=O)[O-])c1)C(=O)O (stereo not given)	-1	-1	4	-1.2	2	20	90	2	92	-70
COc1ccc(-n2ncc3c(SCC(=O)N4CCN(c5ccccc5OC)CC4)ncnc32)cc1	-31	3	·	0.6	·	15	43	-1	60	-12
CCOc1ccc(NC(=O)Cn2nnc(-c3ccccc3NC(=O)CC)n2)cc1	3	19	-15	-0.1	·	16	85	1	87	-44
Cc1nn(-c2ccccc2)c(Cl)c1CN(C(=O)CCl)c1cccc2ccccc12	96*	8	22	-5.3	-10	0	1.4*	16	1.8*	-57
COc1ccc(Cl)cc1-c1n[nH]c(=S)o1	1	10	-1	-2.4	0	27	91	0	95	-5
O=C(O)CCC(=O)NNC(=O)c1cccc(Br)c1	2	-1	7	0.7	-12	59*	98	6	103	-31
CC(=O)Nc1ccc(S(=O)(=O)NCc2ccc(C(=O)NC(C)c3ccccc3)cc2)cc1 (stereo not given)	10	8	-8	-1.9	0	24	100	0	101	-37
CCC(=O)Nc1ccc2c(c1)nc(CCN1CCN(C)CC1)n2C	1	5	-1	-1.2	-1	1	102	0	95	-20
CCN(CC)c1ccc(/C=C2\NC(=O)NC2=O)cc1	·	9	-6	-3.3	-5	14	66	2	64	-4
O=C(COC(=O)c1cccc(NS(=O)(=O)c2ccc(F)c(F)c2)c1)NC(=O)NC1CCCCC1	·	-1	-1	-0.9	·	6	75	-4	83	-9
CCn1c(=O)n(CC(=O)NC2CCCC(C)C2C)c(=O)c2ccccc21 (stereo not given)	19	3	-12	-0.8	-2	34	90	1	91	-3
Cc1nc2ccccc2c2oc(C(=O)NCC3CCCO3)cc12 (stereo not given)	·	5	-20	-2.0	-4	13	87	2	92	-16
CCn1cc(C(=O)O)c(=O)c2cc(F)c(N/N=C/c3ccccc3)cc21	·	-15	-1	-3.7	-6	·	9	1	13	17
COc1cccc2cc(C(=O)NCc3ccco3)c(=Nc3ccc(C(=O)O)cc3)oc12	-14	4	-5	-4.7	·	5	49	2	67	-17
CCOc1c2ccc(C(=O)NCc3ccc4c(c3)OCO4)cc2nn1CCOC	2	6	5	-2.0	·	19	93	2	97	-22
Cc1ccccc1NS(=O)(=O)c1cc(S(C)(=O)=O)ccc1C	41	10	1	-1.2	-5	8	103	1	100	9
O=C(CSc1nc(-c2ccccc2)cs1)N1CCN(C(=O)c2ccco2)CC1	9	3	-25	-2.2	-1	18	79	3	72	-47
CC1(C)Cc2c(cnn2-c2ccccc2)C(=O)/C1=N\NC(=O)c1ccccc1O	5	0	10	-2.6	-2	10	86	-2	93	-5
Cn1nc(CC(=O)NC2CCCCCCCCCCC2)c2ccccc2c1=O	-14	5	-18	-2.5	·	3	40	-1	48	-59
CCOc1ccc(C2c3c(oc4cc(C)c(C)cc4c3=O)C(=O)N2CCCN2CCOCC2)cc1 (stereo not given)	3	-2	16	-1.9	0	4	86	3	84	-27
Nc1cc(Cl)ccc1Oc1ccc2ccccc2c1	6	12	-7	0.0	1	8	80	1	71	-63
Cc1cc(C)c(NC(=O)CSc2nc(COc3ccccc3)nc3ccccc23)c(C)c1	·	-16	-5	-0.1	-1	3	58	1	63	-81
CCCCOC(=O)C1CCCC(C(=O)OCCCC)N1 (stereo not given)	-10	-11	-3	0.2	-3	3	107	1	94	-19
O=C(c1cccs1)N1CCc2ccccc21	7	10	-22	-0.7	-1	7	88	-1	96	-14
CCOc1ccc(Cc2nc(C)c(CC(=O)N3CCOCC3)c(=O)[nH]2)cc1	15	0	-16	-0.8	·	24	93	1	78	-26
O=C(c1ccc(NC2=NC3CS(=O)(=O)CC3S2)cc1)N1CCN(Cc2ccccc2)CC1 (stereo not given)	9	-14	-1	0.5	0	5	96	-2	92	13
O=C(O)c1ccc(COc2c(F)c(F)cc(F)c2F)o1	-18	0	-7	0.2	1	12	98	3	75	-32
O=C(Nc1ccccn1)c1cc(-c2cccnc2)nc2ccc(Br)cc12	-41	-7	-6	-2.1	-8	30	52	2	60	-28
CS(=O)(=O)N(CC(=O)Nc1ccc2c(c1)OCO2)c1ccccc1	-11	9	5	-2.5	-1	22	95	1	86	-52
CCC(=O)OCCNc1cc(Sc2nc3ccccc3[nH]2)c2nonc2c1[N+](=O)[O-]	·	19	1	-6.2	-5	13	1.5*	11	1.7*	-11
CC(C)NCC(O)COc1ccc(CCOCC2CC2)cc1 (stereo not given)	·	-1	1	-1.1	·	4	93	1	96	-34
COc1ccc(-c2nnc(Nc3nc4c(OC)cccc4s3)o2)cc1	9	-3	-9	-3.4	0	20	8	2	7	-25
Cc1ccc(CN2C(=O)C3CCCN3c3ccc(S(=O)(=O)N4CCOCC4)cc32)cc1 (stereo not given)	·	-4	-6	-1.0	5	9	83	-2	87	-32
COC(=O)c1ccc(Cl)c(NC(=O)CN(c2ccc3c(c2)OCO3)S(C)(=O)=O)c1	4	-10	16	-4.0	0	5	89	1	90	-33
O=C(NC(NC(=S)Nc1ccccc1C(=O)O)C(Cl)(Cl)Cl)c1ccco1 (stereo not given)	·	-8	4	-1.9	-4	12	88	3	87	-32
Cc1ccc(SCc2cc(=O)n3ccsc3n2)c(C)c1	·	1	-5	2.8	-12	13	85	2	88	-9
Cc1ccc(O)c(-c2cc(C(F)(F)F)[nH]n2)c1	15	1	-28	-2.1	·	8	78	-3	85	-27
CCN(CC)C(=O)CN(c1ccc2c(c1)OCO2)S(C)(=O)=O	22	-3	-3	-0.5	-1	13	118	1	103	-73
Cc1c(C(=O)OCC(=O)Nc2ccc3c(c2)OCO3)cccc1[N+](=O)[O-]	4	6	-4	0.0	-3	4	101	9	98	-59
COC(=O)C1=C(C(C)=O)C(c2ccc(C(=O)OC)cc2)n2nnnc2N1 (stereo not given)	-7	-8	-2	0.1	0	7	96	1	87	-63
CCOc1ccc(OCC)c(NS(=O)(=O)c2ccc3c(c2)n(C)c(=O)c(=O)n3C)c1	-13	-7	-7	-0.5	0	29	104	0	106	-66
CCOc1c2c(nc3ccc(Cl)cc13)CCC2	·	-8	-4	2.0	-1	22	84	1	91	-30
CCCN(CCC)CC(=O)Nc1cccc2c1OCO2	-20	-9	-12	-1.0	-1	4	94	7	98	-44
Cc1ccc2c(c1)N(CC(=O)NC1CCCc3ccccc31)C(=O)CO2 (stereo not given)	1	-5	-10	-2.3	0	7	87	12	81	-28
O=C(Nc1ccc(Cl)cn1)c1cc(S(=O)(=O)N2CCCCC2)ccc1Cl	7	1	-5	-0.1	0	4	107	0	98	-25
COc1cnc(SCc2ccc(Cl)cc2Cl)nc1Cl	-44	9	-7	-4.4	-1	14	91	16	90	6
CNC(=S)N(CCc1ccc(OC)c(OC)c1)Cc1cc2c(C)cc(C)cc2[nH]c1=O	·	1	-2	-1.1	-10	12	88	2	86	-6
CCN(CC)c1nc(N)c([N+](=O)[O-])c(NCCO)n1	·	-9	0	-1.0	-5	8	90	0	95	-25
ClCc1nnc(-c2ccccc2)o1	26	-6	2	-5.3	-1	1	63	2	53	-9
COc1ccccc1N1CCN(C(=O)CSc2nnc3n2C(C)(C)Cc2ccccc2-3)CC1	-5	12	-16	-0.3	0	5	42	1	35	-44
CCOC(=O)c1cc(C(C)C)sc1NC(=O)COC(=O)CCS(=O)(=O)c1ccccc1	-2	-9	3	-2.5	-4	3	98	3	94	-29
CCN(CC)c1ccc(CN(C(=O)c2cc(OC)c(OC)c(OC)c2)C2CCS(=O)(=O)C2)cc1 (stereo not given)	·	-4	-8	-3.9	-3	11	104	-1	98	5
CCN(CC)CCn1c(=S)[nH]c2ccccc2c1=O	-7	-20	-11	-0.3	-1	-1	87	1	98	-34
COc1ccccc1N1CCN(C(=O)c2ccoc2C)CC1	19	6	-5	-1.3	-2	17	92	-2	93	-30
O=c1cc(N2CCN(c3ccccc3)CC2)[nH]c(=O)n1-c1ccccc1Cl	1	-18	-9	0.3	-1	14	90	1	99	-16
COc1ccccc1NC(=S)NCC1CCCCC1	-25	-5	-3	-2.7	-3	7	67	2	53	7
C1=C(c2cccc3ccccc23)N2CCN=C2S1	10	5	-3	-5.3	-1	7	63	6	71	-20
Cc1cccc(C(=O)NC(=S)N2CCN(C(=S)NC(=O)c3cccc(C)c3)CC2)c1	3	7	15	-2.8	-6	16	66	10	74	6

Next part.
SMILES	E-sel TNF inh	GALR2 blocker	Yeast lifespan up	MRP1 act	Phagocytosis inh	Measles CPE	HCT116 PTEN-null	NPY-Y2 antag	bCat KO growth	BB579 growth dn
CN(C)S(=O)(=O)c1ccc(C(=O)NCc2ccc3[nH]c4c(c3c2)CCCC4)cc1	-16	-11	-1	3.2	·	6	68	-2	65	-10
CCOc1ccc(NC(=S)N(Cc2ccc(N(C)C)cc2)Cc2ccco2)cc1	4	7	-12	-2.8	·	12	45	7	28	-14
CC(=O)Nc1ccn(-c2ccccc2)n1	-12	15	-6	-1.7	·	9	97	3	90	-27
Cc1cc(C)n(CCc2nc(-c3ccc(-c4ccccc4)cc3)cs2)n1	-3	2	1	7.3*	-1	18	21	7	16	-45
O=C1CC(=C(c2ccccc2)c2ccccc2)C(=O)N1CCCCN1CCN(c2cccc(Cl)c2)CC1	-18	6	-2	-5.7	-2	1	59	8	52	-28
C/C(=N\NC(=O)C1CC1)c1ccc(Cl)cc1	7	2	-7	1.4	-6	10	98	0	93	-36
Fc1ccc(NCc2cccnc2)cc1	15	-14	-8	-0.2	-1	4	97	2	106	-13
COc1ccc(OCCC(=O)OCC(=O)NCc2ccccc2)cc1	-7	-5	-7	-2.5	-9	5	90	4	82	-17
O=C1Nc2ccc(F)cc2C12SCCS2	-44	15	-14	-4.0	-3	6	82	-1	85	-7

Bioassay records deposited in PubChem by several laboratories.
